Source: PubChem (Sanford-Burnham Center for Chemical Genomics)
Jurkat NFkB inh: inhibitors of the PMA/ionomycin-induced NF-kB reporter in Jurkat cells. 330,000 tested, 0.53% active. AID 435003. inhibition, % at 4 µM. PMA/ionomycin-induced NF-kB luciferase reporter, luminescence; in the data active means inhibition above about 50%
APJ agonist: APJ receptor agonism | CHO-K1 APJ PathHunter beta-arrestin, luminescence; 0% DMSO wells, 100% apelin | P35414 | activation, % at 20 µM | 330,000 tested, 0.11% active;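 active means activation more than six SD over the plate average, tested at 20 µM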;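 further: 0% = DMSO alone and 100% = apelin-13 at 10 nM; some results filed as inactive read as strong as hits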
Target sequence (P35414 whole entry, looked up): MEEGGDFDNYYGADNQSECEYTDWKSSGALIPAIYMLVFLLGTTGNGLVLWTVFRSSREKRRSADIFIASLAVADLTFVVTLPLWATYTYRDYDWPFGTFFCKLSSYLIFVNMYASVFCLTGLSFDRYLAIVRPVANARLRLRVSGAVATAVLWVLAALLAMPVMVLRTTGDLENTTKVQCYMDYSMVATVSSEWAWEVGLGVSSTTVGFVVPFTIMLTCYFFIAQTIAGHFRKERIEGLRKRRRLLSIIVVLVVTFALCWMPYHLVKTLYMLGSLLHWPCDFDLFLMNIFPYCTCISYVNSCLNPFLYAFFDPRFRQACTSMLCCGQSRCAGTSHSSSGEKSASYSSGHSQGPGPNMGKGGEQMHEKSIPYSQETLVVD
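Incubation: overnight seeding, 90 min compound at 25 °C, 1 h detection; test system: PathHunter CHO-K1 APJ (AGTRL-1) beta-arrestin reporter cells; amount: 1000 cells/well; doses: one dose, 20 µM compound, 1% DMSO; measured by: beta-gal luminescence; measure: agonist-driven arrestin binding to APJ; benchmarks: negative DMSO alone, positive Apelin-13 at 10 nM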
UPR CHOP act: apoptotic UPR (CHOP) activation; CHO-CHOP luciferase reporter, luminescence; percent of tunicamycin response over DMSO baseline; activation, % at 10 µM; 330,000 tested, 0.34% active; AID 449763;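 active means at 10 µM dose, activation of 40% or more, normalized to positive control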;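 further: 100% = tunicamycin at 10 µg/mL and 0% = DMSO alone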
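assay system = CHO CHOP reporter cells | amount = 500 CHO-CHOP cells per well | buffer or medium = F12 with 10% FBS | incubation = 16-18 h cell attachment, then 6 h compound exposure, 37 °C | detection = luminescence read with Steady-Glo | read-out = percent activation relative to tunicamycin control | controls = tunicamycin high control, DMSO low control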
697 NFkB inh: inhibitors of the PMA/ionomycin-induced NF-kB reporter in 697 B cells; 330,000 tested, 0.33% active; inhibition, % at 4 µM; 697 B-cell NF-kB luciferase reporter, 16 h; in the data active means inhibition above about 35%
tim23-1 inh: inhibits growth of tim23-1 mutant yeast; AID 463212; S. cerevisiae tim23-1 growth, BacTiter-Glo luminescence, 24 h; inhibition, % at 20 µM; 330,000 tested, 1.3% active;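 active means growth inhibition of the mutant yeast at or above 50%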;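 further: temperature-sensitive mutant grown at 25 °C; plate controls were DMSO-treated mutant yeast for no effect and medium wells lacking yeast for full effect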
APJ antagonist: antagonists of human APJ apelin receptor | P35414 | CHO-K1 APJ beta-arrestin complementation, luminescence | inhibition, % at 20 µM | 330,000 tested, 0.32% active;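 active means inhibition above about 40% at 20 µM, limit read from the data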;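 further: cells challenged with 10 nM apelin-13 agonist together with compound; plate controls were apelin-13 plus DMSO wells for no effect and DMSO wells lacking apelin-13 for full effect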
XBP1 UPR activ: activators of adaptive arm of unfolded protein response (XBP1). CHO-XBP1 luciferase reporter, IRE1-XBP1 UPR activation, luminescence; percent of tunicamycin response, DMSO as zero. activation, % at 20 µM. 330,000 tested, 0.33% active;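 active means versus positive control, 20 µM dose yields 30% or more activation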;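 further: 100% = tunicamycin at 10 µg/mL and 0% = DMSO only wells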
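Assay system: IRE1-XBP1 luciferase reporter CHO line. Input: 1000 cells/well. Buffer or medium: F12 with 10% serum. Doses: 20 µM, 1% DMSO. Times: overnight seeding at 37 °C, 6 h compound treatment at 37 °C. Technique: Steady-Glo luciferase glow luminescence, 10 min after reagent addition.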
Mdm2-MdmX inh: disrupts the human Mdm2-MdmX interaction | SaOS-2 split-luciferase Mdm2/MdmX complementation, luminescence | AID 485346 | O15151+Q00987 | 330,000 tested, 3% active | inhibition, % at 8 µM;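 active means inhibition of at least 50% at 8 µM in the primary screen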
Starred values were filed as active, the others as inactive.

SMILES	Jurkat NFkB inh	APJ agonist	UPR CHOP act	697 NFkB inh	tim23-1 inh	APJ antagonist	XBP1 UPR activ	Mdm2-MdmX inh
Cc1ccc(S(=O)(=O)N2CCCCC2)cc1C(=O)N1CCCC1	-11	0	1.0	12	-5	6	-1	9
CC(C)[C@H](NC(=O)N1CCn2c1nc1ccccc12)C(=O)N1CCCCC1	-13	-7	1.7	-3	6	20	-4	22
CCOC(=O)CSc1ccc2nnc(-c3cccnc3)n2n1	-8	1	-0.1	-7	-6	-77	-1	-5
COc1cc(-c2nnc(SCC(=O)Nc3ccc4c(c3)OCCO4)o2)cc(OC)c1OC	3	-2	-2.6	-5	-6	7	0	3
O=C(Nc1ccccc1N1CCOCC1)c1cccc2c(Br)cccc12	-4	-1	2.1	-4	35	8	-2	20
CC(Sc1nnnn1C)C(=O)NC1CCCC1 (stereo not drawn)	9	-1	-0.4	12	-3	6	-4	5
COc1ccc(CCNC(=O)C(=O)N2CCCC2)cc1OC	5	0	1.5	19	-1	-8	0	23
O=C(NCCc1ccccc1)c1cc(-c2ccc3c(c2)OCO3)on1	4	-3	0.9	-2	7	-4	2	6
COCCCNC(=O)CCCN1C(=O)c2cccnc2Sc2ccccc21	-14	-5	-1.8	3	3	7	2	10
COC(=O)c1ccc(NC(=O)CSc2ccccc2)cc1	-44	-3	3.6	-2	27	-19	0	-34
CC(=O)Nc1ccc(OCC(=O)c2ccc(C)cc2C)cc1	-11	-2	0.9	-3	17	10	-3	4
CN(C)CCNC(=O)c1onc(CSc2nc3ccccc3[nH]2)c1C(=O)NCCN(C)C	12	-2	0.4	19	-9	12	-2	2
O=C(NCc1cn2ccsc2n1)Nc1cccc(Cl)c1	-7	2	0.9	7	7	7	0	-3
COc1cccc(CNC(=O)C(CCSC)NS(=O)(=O)c2ccc3c(c2)oc(=O)n3C)c1 (stereo not drawn)	-6	-4	0.1	8	-9	9	-2	7
c1ccc(CN2CCN(c3nc(N4CCOCC4)c4ccccc4n3)CC2)cc1	-11	-2	0.6	7	10	-13	0	-5
O=C(CS(=O)(=O)c1ccccc1)Nc1nc2ccccc2s1	-3	-2	1.4	-17	23	-2	3	-9
Cc1ccccc1-n1c(C)nnc1SCC(=O)NC1CCCc2ccccc21 (stereo not drawn)	-4	1	-1.0	3	10	12	0	14
N[C@@H](Cc1ccc(O)cc1)c1nnc([C@H](CC(=O)O)NC(=O)C2CCNCC2)o1	8	-2	0.8	14	-9	-74	-3	13
COc1ccc(C2(C)NC(=O)N(CC(=O)Nc3ccc4c(c3)OCO4)C2=O)cc1OC (stereo not drawn)	15	-3	-0.6	3	-3	-4	0	17
COC(=O)CCN1CCC(C(N)=O)CC1	7	-2	14	-8	0	4	-1	14

Reformatted: entries from further up
molecule,Jurkat NFkB inh,APJ agonist,UPR CHOP act,697 NFkB inh,tim23-1 inh,APJ antagonist,XBP1 UPR activ,Mdm2-MdmX inh
Cc1ccc(S(=O)(=O)N2CCCCC2)cc1C(=O)N1CCCC1,-11,0,1.0,12,-5,6,-1,9
CC(C)[C@H](NC(=O)N1CCn2c1nc1ccccc12)C(=O)N1CCCCC1,-13,-7,1.7,-3,6,20,-4,22
CCOC(=O)CSc1ccc2nnc(-c3cccnc3)n2n1,-8,1,-0.1,-7,-6,-77,-1,-5
COc1cc(-c2nnc(SCC(=O)Nc3ccc4c(c3)OCCO4)o2)cc(OC)c1OC,3,-2,-2.6,-5,-6,7,0,3
O=C(Nc1ccccc1N1CCOCC1)c1cccc2c(Br)cccc12,-4,-1,2.1,-4,35,8,-2,20
CC(Sc1nnnn1C)C(=O)NC1CCCC1 (stereo not drawn),9,-1,-0.4,12,-3,6,-4,5
COc1ccc(CCNC(=O)C(=O)N2CCCC2)cc1OC,5,0,1.5,19,-1,-8,0,23
O=C(NCCc1ccccc1)c1cc(-c2ccc3c(c2)OCO3)on1,4,-3,0.9,-2,7,-4,2,6
COCCCNC(=O)CCCN1C(=O)c2cccnc2Sc2ccccc21,-14,-5,-1.8,3,3,7,2,10
COC(=O)c1ccc(NC(=O)CSc2ccccc2)cc1,-44,-3,3.6,-2,27,-19,0,-34
CC(=O)Nc1ccc(OCC(=O)c2ccc(C)cc2C)cc1,-11,-2,0.9,-3,17,10,-3,4
CN(C)CCNC(=O)c1onc(CSc2nc3ccccc3[nH]2)c1C(=O)NCCN(C)C,12,-2,0.4,19,-9,12,-2,2
O=C(NCc1cn2ccsc2n1)Nc1cccc(Cl)c1,-7,2,0.9,7,7,7,0,-3
COc1cccc(CNC(=O)C(CCSC)NS(=O)(=O)c2ccc3c(c2)oc(=O)n3C)c1 (stereo not drawn),-6,-4,0.1,8,-9,9,-2,7
c1ccc(CN2CCN(c3nc(N4CCOCC4)c4ccccc4n3)CC2)cc1,-11,-2,0.6,7,10,-13,0,-5
O=C(CS(=O)(=O)c1ccccc1)Nc1nc2ccccc2s1,-3,-2,1.4,-17,23,-2,3,-9

2 records picked at random from the list so far, as already listed:
SMILES	Jurkat NFkB inh	APJ agonist	UPR CHOP act	697 NFkB inh	tim23-1 inh	APJ antagonist	XBP1 UPR activ	Mdm2-MdmX inh
c1ccc(CN2CCN(c3nc(N4CCOCC4)c4ccccc4n3)CC2)cc1	-11	-2	0.6	7	10	-13	0	-5
COc1cc(-c2nnc(SCC(=O)Nc3ccc4c(c3)OCCO4)o2)cc(OC)c1OC	3	-2	-2.6	-5	-6	7	0	3

(next part)
SMILES	Jurkat NFkB inh	APJ agonist	UPR CHOP act	697 NFkB inh	tim23-1 inh	APJ antagonist	XBP1 UPR activ	Mdm2-MdmX inh
CC1=C(C(=O)OC(C)C)C(c2ccc(O)cc2)NC(=O)N1 (stereo not drawn)	17	-1	-1.5	10	7	16	-2	16
COc1ccc(NC(=O)COC(=O)CCCOc2ccc(Cl)cc2Cl)cc1Cl	-4	1	-3.7	-20	21	-11	0	-18
CC1Cc2ccccc2N1C(=O)CSc1ncccc1C(=O)O (stereo not drawn)	6	-1	0.5	-6	12	12	4	15
CC(=O)Nc1cccc(C(=O)N2CCN(S(=O)(=O)c3ccc4ccccc4c3)CC2)c1	4	-2	1.4	7	13	5	-4	24
COC(=O)c1ccc(CN2C(=O)C3CCCCC3C2=O)o1 (stereo not drawn)	16	-5	0.9	16	3	19	0	10
COc1ccc(S(=O)(=O)Cc2ccc(C(=O)NCc3ccccc3)o2)cc1	7	3	-0.9	-14	10	-2	-8	-4
COc1ccc2c(c1OC)C(=O)N1c3ccccc3SC21 (stereo not drawn)	-92	0	10	-101	17	5	4	-134
O=C(NCc1cccnc1)/C(=C/c1ccc(-c2cccc(C(F)(F)F)c2)o1)NC(=O)c1ccccc1	-5	0	4.9	-14	10	-2	3	21
CN(Cc1ccc(C(C)(C)C)cc1)C(=O)Cc1ccc(S(=O)(=O)N2CCOCC2)s1	-5	-5	-0.8	0	31	14	-1	-19
CC1CC1C(=O)OCC(=O)NCc1ccccc1 (stereo not drawn)	11	-2	4.3	1	8	0	-3	-13
N#CC1=C(SCC(N)=O)NC2=C(C(=O)c3ccccc32)C1c1ccc(Cl)cc1 (stereo not drawn)	-31	-4	4.1	-11	27	17	-1	50*
CC(=O)c1ccc(NC(=O)C2=CC(c3ccco3)=NS(=O)(=O)N2C)cc1	22	4	-1.1	-17	2	13	-1	7
Cc1ccc(-n2c(SCC(N)=O)nnc2-c2cccnc2)c(C)c1	-13	-4	0.4	-22	0	0	1	-4
COc1ccccc1O	-1	-1	0.5	8	10	15	-8	7
Cc1cc(C)n2ncc(C(=O)NCc3ccccc3)c2n1	-7	2	-0.4	7	6	-2	-1	-14
CCc1ccccc1N(C)C(=O)CCc1nc(-c2ccc(C)cc2)no1	0	0	0.8	-5	21	-3	-2	25
O=C(Nc1ccc(Cl)c(Cl)c1)OCCNC(=O)c1ccncc1	8	-1	1.2	-13	-252	-34	0	24
COc1ccc(CCCc2nnc(SCc3nc4ccccc4c(=O)[nH]3)n2C)cc1	-5	-3	0.1	15	12	-2	-3	-14
CCc1ccc(-c2cc(C(=O)NN3CCOCC3)c3ccccc3n2)cc1	-20	2	1.1	-17	-26	-5	-3	-21
CCc1ccc(N(CC(=O)O)S(=O)(=O)c2c(C)noc2C)cc1	4	-3	-0.6	4	-4	12	-3	16
CCOC(=O)N1CCN(C(=O)C2CCN(Cc3ccc(OC)cc3OC)CC2)CC1	-9	1	2.1	19	10	8	-2	23
Cc1c(NC(=O)CSc2nnc(-c3cccc(Cl)c3)o2)c(=O)n(-c2ccccc2)n1C	-18	0	-5.6	-8	15	4	2	4
Cc1cccc(C(=O)NNC(=O)c2cccc([N+](=O)[O-])c2)c1	1	-1	1.3	30	-9	5	-4	31
Cn1c(O)c(N=NC(=O)CNC(=O)c2ccco2)c2ccccc21	-1	-3	1.8	-1	1	12	-1	-6
CN(c1ccccc1)S(=O)(=O)c1cccc(NC(=O)CSc2nccc(=O)[nH]2)c1	5	-3	-0.2	-8	7	4	-3	23
O=C(Nc1ccc2c(c1)OCO2)c1cncc(Br)c1	-42	-3	3.7	-15	-9	-14	0	13
O=C(NCCC1=CCCCC1)c1ccc([N+](=O)[O-])cc1	-82	1	-0.4	-137	9	-14	0	-118
O=C(Nc1ccc2c(c1)OCCO2)N1CCN(c2ccc(F)cc2)CC1	4	-4	0.0	-2	4	12	1	-5
CCOC(=O)Nc1nnc(-c2ccccc2OC)s1	-37	2	3.4	-5	11	-13	4	1
COC(=O)[C@H](C)NC(=O)NCc1ccc(S(N)(=O)=O)cc1	6	-6	-0.4	-2	6	-3	-2	-1
CNc1ncc(C(=O)c2ccccc2)s1	-31	0	4.8	-16	4	6	3	-32
Cc1cccc(OCC(=O)N2CCc3ccccc3C2)c1	-17	-3	1.1	-16	20	0	1	-3
